High-throughput results: PubChem, National Center for Advancing Translational Sciences (NCATS)
UbGFP stabilizer = inhibits proteasome, raising ubiquitin-GFP reporter fluorescence. Potency, µM (series often up to 45.9 µM), inactives show at the highest dose activation (GFP accumulation), most hits filed as activators. 67,000 tested, under 10 active. AID 526. Ubiquitin-GFP reporter cells, proteasome inhibition, GFP fluorescence; response scale: untreated = 0%, 10 µM MG-132 = 100%; active = well fitted activation curve with a large enough effect, not every such curve was filed as active; inconclusive = small, poorly fitted or top-dose-only effect, or another doubt; inactive = no such curve, though single readings can be large or run the other way; also: potency is read from the fitted curve at half-maximal effect
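Proteasome block read as GFP accumulation: ubiquitin(G76V)-GFP U2OS cells exposed to compound (2.9 nM–46 uM) for 4 hr at 37 C. Normalization used untreated cells as 0% and 10 uM MG-132 as 100%; concentration-response curves fitted.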
ERK AVP inh = inhibitors of vasopressin-stimulated ERK signaling pathway; HEK293-V1b, vasopressin-stimulated pERK AlphaScreen; Potency, µM (titrated, usually from 57.5 µM), without a hit: at the top dose activity, negative = inhibition, most hits filed as inhibitors; 0.99% of 72,000 active; AID 995; also: potency is read from the fitted curve at half-maximal effect; % is scaled to controls: 0 for no effect and ±100 for the full control effect; nearly all actives have a fitted effect of over 55% in size
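qHTS, compounds titrated on V1b-expressing HEK293 cells. Preincubation 30 min at 37C, vasopressin 25 nM for 5 min, lysis 10 min, bead incubation 5 hr at room temperature.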
CRE Fsk mod = CRE-bla signaling modulation under forskolin stimulation. CHO CRE-bla reporter (cAMP response element driving beta-lactamase), forskolin EC10, beta-lactamase ratio. 2.5% of 71,000 active. Potency, µM (highest dose often 38.2 µM), without a hit: top-dose activity change, negative = inhibition, actives largely listed as activators; active = well fitted activation curve with a large enough effect in the signal ratio, with a control signal flat, not every such curve was filed as active; inconclusive = small, poorly fitted or top-dose-only effect, or effect the other way, or a change in a side signal; the % refers to the signal ratio; also: potency is read from the fitted curve at half-maximal effect; % of control where 0% means no effect
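The 460nm/530nm emission ratio after CCF4 loading defined %Activity, from which AC50 values were obtained. CRE-bla CHO cells received compound dilution series together with an EC10 level of NKH 477 for 3 hours at 37 degrees Celsius.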
A350 fluor = compounds fluorescent in Alexa 350 spectral region; Compound autofluorescence, 340/450 nm, Alexa 350 dye-equivalents; hits give high values; max dye-equivalent concentration, M; 11% of 59,000 active; AID 590; in the data active = max dye-equivalent concentration above about 10 nM; inconclusive = mostly about 1.1 nM to 9.6 nM
Luciferase inh = blocks Photinus pyralis firefly luciferase activity | P08659 | purified firefly luciferase, luminescence, 8 min | Potency, µM (titrated, usually from 57.1 µM), without a hit: at the highest dose activity change, negative = inhibition, most hits filed as inhibitors | 2.2% of 72,000 active | AID 411; also: potency is read from the fitted curve at half-maximal effect; % is scaled to controls: 0 for no effect and ±100 for the full control effect; nearly all actives have a fitted effect of over 40% in size
Target sequence (P08659 whole entry, looked up): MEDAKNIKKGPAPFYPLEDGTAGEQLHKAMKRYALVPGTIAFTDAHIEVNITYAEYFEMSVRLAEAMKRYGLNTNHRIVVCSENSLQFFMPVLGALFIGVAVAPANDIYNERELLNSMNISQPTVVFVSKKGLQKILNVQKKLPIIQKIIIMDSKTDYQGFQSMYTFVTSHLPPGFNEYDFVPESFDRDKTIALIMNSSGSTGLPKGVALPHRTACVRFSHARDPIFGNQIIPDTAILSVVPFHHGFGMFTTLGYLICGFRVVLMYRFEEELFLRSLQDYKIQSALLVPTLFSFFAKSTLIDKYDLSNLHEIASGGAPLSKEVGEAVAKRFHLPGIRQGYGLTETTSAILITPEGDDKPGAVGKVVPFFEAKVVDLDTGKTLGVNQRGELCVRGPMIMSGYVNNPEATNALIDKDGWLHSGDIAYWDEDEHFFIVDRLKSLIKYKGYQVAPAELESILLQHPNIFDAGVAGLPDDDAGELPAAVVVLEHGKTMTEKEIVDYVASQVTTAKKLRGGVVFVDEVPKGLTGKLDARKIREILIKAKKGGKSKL
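Inhibition of light generation by firefly luciferase from ATP and luciferin was profiled with concentration-response curves per sample, ATP held at 10 uM within the enzyme's linear range. Plates were read by luminescence after an 8-minute ambient incubation.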
TexasRed autofl = compounds fluorescent in Texas Red spectral region. max dye-equivalent concentration, M. Compound fluorescence, Texas Red channel, 547/618 nm; hits give high values. 0.06% of 59,000 active. AID 587; in the data active = max dye-equivalent concentration above about 10 nM; inconclusive = between about 1.1 nM and that limit
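Compound titrations in 100 mM Tris pH 8.0 were incubated 15 min at room temperature and read at 547 nm excitation / 618 nm emission. Texas Red six-point standard curve on each plate converted fluorescence to dye-equivalent concentration.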
Fluorescein autfl = compound autofluorescence in fluorescein spectral region; Compound autofluorescence, 480/540 nm, fluorescein-equivalent; hits give high values; max fluorescein-equivalent concentration, M; 0.91% of 59,000 active; in the data active = max fluorescein-equivalent concentration above about 10 nM; inconclusive = between about 1.1 nM and that limit
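In this qHTS profile, compound fluorescence was measured with a 480 nm/540 nm filter pair following a 15-min room-temperature incubation in 100 mM Tris (pH 8.0). A six-point fluorescein series on each plate served for normalization.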
HBB splicing = hemoglobin beta splicing modulation; HBB splicing reporter cell assay, activation; EGFP reporter with mutant IVS2-654 intron; response scale: normalised to 500 nM splice-correcting PNA; Potency, µM (top dose mostly 46.1 µM), for inactives: top-dose activation, most hits filed as activators; 0.06% of 65,000 active; also: potency is read from the fitted curve at half-maximal effect; 0% is about no effect
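Compounds were applied for 2 days to HeLa EGFP-654 cells, 500/well in Optimem with 2% FCS. The reporter's EGFP is disrupted by mis-splicing of beta-globin intron IVS2-654. Readout: summed well GFP fluorescence from 488 nm laser scanning; reference was 500 nM antisense […] 654 PNA.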
GFP derepression = derepresses silenced GFP locus in mouse C127i cells; mouse C127i GFP locus derepression, cytometry, 30 h; 0.09% of 68,000 active; Potency, µM (top dose mostly 46.1 µM), for the others: top-dose GFP derepression (activation); AID 597; also: % of control where 0% means no effect
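Derepression screen: silenced CMV-GFP reporter in murine C127i cells, 30 h compound incubation at 37 C, washed cells imaged by laser-scanning cytometer to enumerate GFP-expressing objects of 20 to 120 um.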
Hsp90 Hop PPI = changes Hsp90-Hop TPR2A binding signal, up or down; Potency, µM (series often up to 57 µM), for the others: at the top dose activity change, negative = inhibition; AID 595; AlphaScreen TPR2A-His6 binding biotin-Hsp90 C-terminal peptide; 0.44% of 71,000 active; active = well fitted curve in either direction with a large enough effect; inconclusive = small, poorly fitted or top-dose-only effect, or another doubt; also: potency is read from the fitted curve at half-maximal effect; % is scaled to controls: 0 for no effect and ±100 for the full control effect; many of its hits are not listed in these tables
4MU fluor = compounds fluorescent in 4-MU spectral region. compound autofluorescence, 340/450 nm, 4-MU equivalents; hits give high values. max dye-equivalent concentration, M. 11% of 59,000 active; in the data active = max dye-equivalent concentration above about 10 nM; inconclusive = mostly about 1.1 nM to 9.6 nM
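Intrinsic fluorescence at 340/450 nm (ex/em) was read after 15 min at room temperature in pH 8.0, 100 mM Tris. Each compound concentration expressed as 4-MU-equivalent concentration from a six-point 4-MU standard series on each plate.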
* = called active by the depositor; i = inactive; ? = inconclusive; . = no result given; & = joins results of further samples; [ ] = dose if it differs, or a comment. Unless noted, calls follow the shape of the dose curve; as a rule, active = well fitted curve in the direction sought with a large enough effect; inconclusive = small, poorly fitted or top-dose-only effect, or another doubt; inactive = no such curve, though single readings can be large; an effect the other way counts as inactive or inconclusive. Not all compounds are listed; rates above refer to the full screens.

SMILES	UbGFP stabilizer	ERK AVP inh	CRE Fsk mod	A350 fluor	Luciferase inh	TexasRed autofl	Fluorescein autfl	HBB splicing	GFP derepression	Hsp90 Hop PPI	4MU fluor
CCC(=O)Oc1ccc(C/C(=N\O)c2ccc(O)cc2O)o1	-1%	13%	?	i	-1%	?	?	-2.0%	-1%	-10%	i
Cc1noc(C)c1C(=O)N1CCC2(CCCN(Cc3ccccc3)C2)CC1	-9%	0%	-5%	?	-3%[11.4 µM]	i	?	2.5%	5%[9.22 µM]	-6%	?
COC(=O)NC1(C(F)(F)F)C(=O)NC(C)=C1C(=O)OC (stereo unspecified)	4%	-5%	-6%	i	0%	i	i	-0.5%	2%	0%	i
Nc1nc(-c2ccco2)cs1	-1%	-29%	-2%	i	-1%	i	i	0.2%[57.5 µM]	2%	-4%	i
CC1CC(NC(=O)CCn2c(=O)oc3ccccc32)CC(C)(C)C1 (stereo unspecified)	-7%	.	-2%	.	1%	.	.	-0.2%	.	0%	.
COc1ccc(-c2nn(C)c(=O)c3ccccc23)cc1CNC(=O)c1ccco1	-2%	?	?	i	1%	i	?	-1.1%	-2%	?	i
CN(C)c1nc(Oc2ccc(=O)[nH]n2)nc(N2CCCCC2)n1	4%	-19%	9%	i	-1%	i	?	-1.0%	0%	-5%	i
COC(=O)C1=C(C)C(c2cccs2)NC(=O)N1C (stereo unspecified)	-3%	-1%	2%	i	2%	i	i	-1.5%	-1%	2%	i
Cc1ccc(S(=O)(=O)NCCN2CCOCC2)cc1C	2%	23%	2%	i	2%	i	?	-0.1%[57.5 µM]	-1%	-1%	i
Cc1ccc(C2SCC(=O)N2Cc2cn3ccsc3n2)o1 (stereo unspecified)	6%	-1%	-9%	1.9e-08M*	-2%	i	?	-2.5%	-2%	-4%	1.5e-08M*
O=S(=O)(c1ccccc1)N1CCC2(CC1)CN(Cc1nccs1)C2	-9%	7%	-5%	i	0%[11.4 µM]	i	i	1.3%	2%[9.22 µM]	-4%	i
Cc1occc1C(=O)N1CCN(C(c2ccccc2)c2ccccc2)CC1	3%	-26%	-16%	i	1%	i	i	1.3%	0%	-14%	i
Cc1c(C(=O)N2CCN(c3ccc(C(F)(F)F)cn3)CC2)oc2ccccc12	0%	?	?	i	6%	i	?	-1.9%	1%	8%	i
COc1ccc(OC)c(N2Cc3cc(C)c(C)cc3C2)c1	2%	-17%	9%	i	-2%	i	i	-1.0%	0%	?	i
COCCCNC(=O)c1ccc(NS(C)(=O)=O)cc1	8%	-9%	1%	i	0%	i	i	1.2%	3%	-6%	i
CCOC(=O)[C@@]12C[C@@H]1/C(=N/O)c1ccccc1O2	-4%&3%	-3%&-15%	-7%&-5%	i	2%&-1%	i	?	0.2%	-1%&0%	0%&-5%	i
O=C(NCc1ccccc1)c1ccc2c(c1)OCCO2	-11%	2%	-1%	.	-4%	.	.	3.2%	?	-2%	.
O=C(NCC1CCCO1)c1ccc(NC(=O)C2CC=CCC2C(=O)O)cc1 (stereo unspecified)	11%	-9%	-5%	i	-1%	i	i	0.3%	0%	0%	i
Cc1cnc(C(=O)Nc2ccccc2C(=O)N2CCOCC2)cn1	-3%	6%	?	i	1%	?	?	-5.2%	2%	-2%	i
NC(=O)c1ccc(-c2ncc(-c3ccccc3)o2)cc1	-20%	45%	14%	5.4e-07M*	13µM*	i	i	-0.7%	0%	?	4.8e-07M*
Cc1ccc(SCc2cn3c(C)csc3n2)cc1	.	-26%	-8%	i	16µM*	i	i	3.9%[0.369 µM]	2%	-4%	i
COC(=O)NCC(c1cccnc1)N1CCN(c2ccccc2)CC1 (stereo unspecified)	-4%	.	-3%	.	0%	.	.	-1.0%	.	-1%	.
Cc1ccc(NS(=O)(=O)c2cc(C(=O)N3CCOCC3)ccc2C)cc1	3%	-19%	-4%	i	-1%	?	?	-2.5%	4%	-7%	i
COc1cccc2sc(Nc3nc(C)c(C(C)=O)s3)nc12	-7%	16%	?	?	5µM*	i	i	0.1%	?	3%	?
CC(=O)C1=C(O)C(=O)N(CCN(C)C)C1c1ccc(Cl)cc1 (stereo unspecified)	-3%	12%	-1%	i	2%	i	?	-3.3%	2%	0%	i
Cc1nc2ccccc2c2oc(C(=O)Nc3ccc4c(c3)OCCO4)cc12	-15%	-8%	?	.	-13%	.	.	-0.5%	7%	0%	.
CC1CCCN(S(=O)(=O)c2ccc3c(c2)CCN3C(=O)C2CCC2)C1 (stereo unspecified)	-2%	2%	-3%	i	2%	i	i	-0.4%	0%	-3%	i
Cc1cc(C)n(S(=O)(=O)c2ccc(C)c(C)c2C)n1	-4%	-12%	-13%	i	3%	i	i	-1.0%	-2%	3%	i
CC(C)C(=O)N1CCN(C2=NS(=O)(=O)c3ccccc32)CC1	-1%	-21%	-14%	i	-1%	i	i	0.2%	6%	-5%	i
CCOc1ccccc1NC(=O)N1CCCC1C(=O)Nc1ccc(-n2cnnn2)c(C)c1 (stereo unspecified)	-1%	5%	-9%	?	0%	?	i	0.5%	1%	-2%	i
Cc1cc(C)c2nc3c(c([C@H](O)[C@@H]4CCCCN4)c2c1)CC/C3=C/c1ccc(Cl)cc1	2%[9.17 µM]	2%[11.5 µM]	5%[7.6 µM]	i	0%[11.4 µM]	i	?	6.6%[9.22 µM]	0%[9.22 µM]	-2%[11 µM]	i
CCOC(=O)c1ccc(NC(=O)CSc2nc3c(c(=O)n2C)SC(C)C3)cc1 (stereo unspecified)	-8%	.	5%	.	4%	.	.	-1.1%	.	-4%	.
CC(C)NC(=O)c1ccccc1-c1nc(-c2ccccc2Cl)no1	0%	-20%	25%	i	?	?	i	3.5%[1.84 µM]	6%	2%	i
CCCCc1nc2ccccc2c(NC(=O)CN2CCN(C)CC2)c1CCC	0%	-20%	11%	i	4%	i	i	.	2%	-2%	i
CCOC(=O)N1CCC(NC(=O)C(NC(=O)C2CCCCC2)C(C)C)CC1 (stereo unspecified)	-14%	25%	3%	i	1%	i	i	-1.1%	4%	-4%	i
O=C(CNS(=O)(=O)c1ccc(Br)s1)NCC1COc2ccccc2O1 (stereo unspecified)	9%	-1%	?	i	3%	i	i	3.8%	4%	-1%	i
N#CCCn1nc(-c2ccccc2)cc1-n1c(C(F)(F)F)nc2ccccc21	4%	38%[activator]	?	i	0%	i	i	1.9%	0%	1%	i
FC(F)(F)c1nc2nncn2c2c1CCCCC2	1%	-22%	?	1.6e-07M*	3%	i	?	0.0%	4%	-11%	1.1e-07M*
COc1cccc(C2=NOC(C(=O)NC(C)C)C2)c1 (stereo unspecified)	8%	2%	-3%	i	-1%	i	i	-3.9%	8%	1%	i
O=C(O)c1cscn1	-4%	-12%	-4%	i	-1%	i	?	.	-2%	-29%	i

Random excerpt: two entries already listed
SMILES	UbGFP stabilizer	ERK AVP inh	CRE Fsk mod	A350 fluor	Luciferase inh	TexasRed autofl	Fluorescein autfl	HBB splicing	GFP derepression	Hsp90 Hop PPI	4MU fluor
Cc1nc2ccccc2c2oc(C(=O)Nc3ccc4c(c3)OCCO4)cc12	-15%	-8%	?	.	-13%	.	.	-0.5%	7%	0%	.
Cc1occc1C(=O)N1CCN(C(c2ccccc2)c2ccccc2)CC1	3%	-26%	-16%	i	1%	i	i	1.3%	0%	-14%	i

(continued)
SMILES	UbGFP stabilizer	ERK AVP inh	CRE Fsk mod	A350 fluor	Luciferase inh	TexasRed autofl	Fluorescein autfl	HBB splicing	GFP derepression	Hsp90 Hop PPI	4MU fluor
COc1ccc(OC)c2sc(N3CCCCC3)nc12	-3%	-25%	?	?	-12%	i	?	-1.7%[57.5 µM]	-2%	-1%	?
CCC(=O)Nc1nc2ccccc2n1CCN(C)C	.	.	.	3e-08M*	1%[25.5 µM]	i	i	.	0%[20.6 µM]	.	2.6e-08M*
c1ccc(-c2nc(-n3ccnc3)nc(-n3ccnc3)n2)cc1	9%	16%	1.3µM*	i	4%	i	?	-0.3%	-2%	-22%	i
COc1cccc(-c2nn(C)c3sc(C(=O)N4CCN(c5ccccn5)CC4)cc23)c1	24%	7%	?	i	-1%	i	i	-1.7%	6%	-8%	i
CCOc1ccc(Nc2nc(Cc3nnc(SCC(=O)NCC4CCCO4)n3C)cs2)cc1 (stereo unspecified)	-5%	-10%	0%	i	-5%	i	i	-0.1%[57.5 µM]	-1%	-6%	i
CC(C)=C1C2CCC1C(C(=O)NCc1ccccc1)C2C(=O)O (stereo unspecified)	0%	3%	18%	.	1%	.	.	-2.4%	3%	-2%	.
COCCn1c(-c2ccc(Cl)cc2)cnc1SCC(=O)NCc1cccs1	8%	-20%	4%	i	4%	i	?	.	-1%	-27%	i

An excerpt from above, showing only 4MU fluor and Luciferase inh.
structure	4MU fluor	Luciferase inh
COc1cccc(-c2nn(C)c3sc(C(=O)N4CCN(c5ccccn5)CC4)cc23)c1	i	-1%
CCOc1ccc(Nc2nc(Cc3nnc(SCC(=O)NCC4CCCO4)n3C)cs2)cc1 (stereo unspecified)	i	-5%
